# OX1R antag-1 – OX1R (human) antagonism | O43613 | OX1R-expressing cells, FRET antagonist read-out | inhibition, % at 6.6 µM | 330,000 compounds, 1.8% hits | AID 485270; in the data active = inhibition mostly above about 38%, no sharp cut-off; inactive = mostly below about 40%;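 also: 0% = agonist challenge alone and 100% = reference antagonist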
# Target sequence (O43613 whole entry, looked up): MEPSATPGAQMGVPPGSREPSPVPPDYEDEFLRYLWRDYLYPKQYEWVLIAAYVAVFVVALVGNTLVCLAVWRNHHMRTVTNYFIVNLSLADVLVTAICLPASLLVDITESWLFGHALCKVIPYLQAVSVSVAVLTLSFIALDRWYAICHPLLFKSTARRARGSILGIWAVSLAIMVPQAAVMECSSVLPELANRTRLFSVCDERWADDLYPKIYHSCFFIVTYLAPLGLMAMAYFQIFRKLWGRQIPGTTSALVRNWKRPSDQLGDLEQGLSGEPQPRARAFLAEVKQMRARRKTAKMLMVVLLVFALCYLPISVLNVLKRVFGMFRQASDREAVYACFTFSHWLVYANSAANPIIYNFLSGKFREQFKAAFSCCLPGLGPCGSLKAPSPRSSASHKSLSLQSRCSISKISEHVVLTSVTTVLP
# OX1R antag-2 – antagonists of human orexin 1 receptor; inhibition, % at 5 µM; AID 434989; 330,000 compounds, 0.43% hits; CHO/OX1R cells, Fluo-8 calcium fluorescence, orexin A; O43613;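 active = inhibition above its plate's threshold, mean inhibition of all tested compounds on the plate plus 3 SD, cut at about 37% in these data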;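 also: 0% = orexin A challenge wells and 100% = SB-334867-A antagonist wells; not every result past the cut was called active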
# STK33 kinase inh – blocks human STK33 kinase activity. Q9BYT3. purified STK33, MBP phosphorylation, ADP-Glo luminescence. inhibition, % at 10 µM. 320,000 compounds, 0.073% hits. AID 2661;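 active = inhibition at or above 25%, using the most active replicate where run in duplicate; inactive = inhibition below 25%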
# Numbers without * were called inactive; / = no result given.
No.	mol	OX1R antag-1	OX1R antag-2	STK33 kinase inh
1	CCCS(=O)(=O)N1CCCC(C(=O)NCCc2cccc(C)c2)C1 (configuration not stated)	3	-25	-0.3
2	CCCCN1CNC(=S)N(c2ccc(C(=O)OCC)cc2)C1	3	8	1.3
3	Cn1c(N)c(C(=O)COC(=O)COc2ccccc2C#N)c(=O)n(C)c1=O	1	-15	-0.7
4	CCOC(=O)N1CCN(C(=O)CSCC(=O)Nc2nc(-c3ccc(Cl)s3)cs2)CC1	17	21	-0.7
5	CC(C)[C@H](NC(=O)c1ccccc1Cl)C(=O)OCC(=O)NC(=O)NC1CCCC1	-6	-15	2.5
6	O=C(CSC1=NCCS1)N1CCN(c2ccc(Cl)cc2)CC1	7	-14	-0.7
7	C=CCC[C@H](Cc1ccc(F)cc1)C(=O)OC[C@@H](Cc1c[nH]c2ccccc12)NC(=O)[C@@H](CC=C)CC(=O)N(CCO)Cc1ccccc1	12	10	-0.5
8	CN(C(=O)COC(=O)CNC(=O)c1sc2ccccc2c1Cl)c1ccccc1	-2	-23	-0.3
9	O=C(Cn1cnc([N+](=O)[O-])c1)Nc1cc(Oc2ccc(Cl)cc2Cl)cc([N+](=O)[O-])c1	13	5	0.7
10	N#Cc1cnn2c(N)c(-c3ccc(Cl)cc3)cnc12	15	-15	-0.2
11	O=C(N/N=C/c1cccc([N+](=O)[O-])c1)c1cc[n+](CCO)cc1	69*	-4	0.7
12	FC(F)(F)c1cccc(-n2c(Cn3nnc4ccccc43)n[nH]c2=S)c1	39	-22	-0.3

# A draw from above in order of heavy-atom count, ascending.
No.	mol	OX1R antag-1	OX1R antag-2	STK33 kinase inh
2	CCCCN1CNC(=S)N(c2ccc(C(=O)OCC)cc2)C1	3	8	1.3
11	O=C(N/N=C/c1cccc([N+](=O)[O-])c1)c1cc[n+](CCO)cc1	69*	-4	0.7
4	CCOC(=O)N1CCN(C(=O)CSCC(=O)Nc2nc(-c3ccc(Cl)s3)cs2)CC1	17	21	-0.7

# Entries of single compounds, quoted from the list. Values in the order: OX1R antag-1	OX1R antag-2	STK33 kinase inh
# CN(C(=O)COC(=O)CNC(=O)c1sc2ccccc2c1Cl)c1ccccc1 is entered as -2	-23	-0.3
# O=C(N/N=C/c1cccc([N+](=O)[O-])c1)c1cc[n+](CCO)cc1 is entered as 69*	-4	0.7

# (further entries)
No.	mol	OX1R antag-1	OX1R antag-2	STK33 kinase inh
13	CCc1ccc(CCC(=O)Nc2ccc(C(=O)O)cc2)o1	6	-8	-0.8
14	O=C(CSc1nnc(-c2ccccc2)c2ccccc12)NCCN1C(=O)CSC1=O	11	-17	/
15	S=c1nc(C23CC4CC(CC(C4)C2)C3)[nH][nH]1	8	-3	-1.3
16	O=C1CN(C(=O)C2CC2)c2ccccc2N1	11	-3	-0.8
17	CCOC(=O)COc1c(C(=O)OC)sc2ncccc12	28	-15	-1.6
18	COC(CNC(=O)C(=O)NCC1CCCN1S(=O)(=O)c1cccs1)OC (configuration not stated)	18	-18	-0.1
19	Cc1ccc(C)c(-n2c(Cc3cc(=O)[nH]c(=O)[nH]3)nnc2SC(C)C)c1	10	1	-0.4
20	C/C(=N\O)C(C)/[N+]([O-])=C/c1nc(C)c(C)n1O (configuration not stated)	13	-11	-0.3
21	CC(=O)Nc1ccc(CN(C)CC2CCCN(CCc3cccc(C(F)(F)F)c3)C2)cc1 (configuration not stated)	15	-28	-0.6
22	Cc1c(-c2ccc(OCc3ccccc3)cc2)nc2ccccc2c1C(=O)O	-7	-8	-0.7
23	CN(CC(=O)Nc1ccc2c(c1)OCCO2)CC(=O)Nc1ccc(F)c(F)c1F	3	-14	0.3
24	CC(C)(C)c1ccccc1NC(=O)COC(=O)CN1C(=O)NC2(CCCC2)C1=O	4	-6	-1.5
25	CCC(=O)Nc1ccccc1C(=O)OCC(=O)c1ccccc1	11	-10	1.5
26	CC(=O)CSc1nnc(CN2C(=O)CSc3ccc(C(F)(F)F)cc32)n1C	2	-16	-0.2
27	CCC(=O)N(Cc1cc2c(C)ccc(C)c2[nH]c1=O)C1CCCCC1	13	-32	1.8
28	COC(=O)C[C@H]1c2ccccc2S(=O)(=O)N1C(C)C	7	-4	-0.7
29	CCOC(=O)c1c(-c2ccccc2)n(C)c2ccc(O)cc12	9	-20	-0.3
30	O=C(N/N=C/c1cc(Br)ccc1O)c1ccccc1Cl	10	-4	-0.1
31	CCOc1ccccc1-c1nc2c(s1)CCc1onc(-c3ccc(OC)cc3)c1-2	6	-28	-1.0
32	COc1ccc(Nc2nc3ccc(OC)cc3s2)cc1	30	-14	1.1
33	CCOC(=O)N1CCN(C(=O)c2cccc(N3C(=O)NC4CC3(C)Oc3ccccc34)c2)CC1 (configuration not stated)	6	-17	-0.4
34	CCN(CC(=O)Nc1c(F)cccc1F)C(=O)/C=C/c1ccc2ccccc2n1	34	-11	-1.1
35	COc1ccc(C(=O)NCc2ccc3c(c2)OCO3)cc1S(=O)(=O)NCc1ccc(Cl)cc1	7	-15	-0.5
36	O=c1[nH]c2cc(Cl)ccc2n1-c1ccccc1	7	-5	-0.1

# Excerpt: compounds 28 to 29
No.	mol	OX1R antag-1	OX1R antag-2	STK33 kinase inh
28	COC(=O)C[C@H]1c2ccccc2S(=O)(=O)N1C(C)C	7	-4	-0.7
29	CCOC(=O)c1c(-c2ccccc2)n(C)c2ccc(O)cc12	9	-20	-0.3

# Remaining list, next part.
No.	mol	OX1R antag-1	OX1R antag-2	STK33 kinase inh
37	CCN(CC)CCCN(C(=O)c1ccc(OC)cc1)c1nc(-c2ccc(OC)cc2)cs1	13	-32	-0.2
38	O=C(c1ccc(F)cc1)C1CCN(CCn2c(=S)[nH]c3ccccc3c2=O)CC1	15	-13	-0.9
39	O=[N+]([O-])c1ccccc1S(=O)(=O)N1CCc2ccccc2C1	26	-17	-0.4
40	Cn1c(CNC(=O)c2ccco2)nnc1SCC(=O)Nc1ccc(Cl)cc1	15	-8	2.6
41	O=C(Nc1cc2c3c(c1)CC(=O)N3CCC2)c1ccc(F)cc1	12	-17	2.2
42	Cc1ccc(S(=O)(=O)N2CCC(C(=O)NNC(=O)c3ccccc3)CC2)cc1	14	-22	-1.6
43	CCCc1nccn1S(=O)(=O)c1cc(OC)ccc1OC	2	-1	0.5
44	O=C(NCCN1CCCCC1)c1ccc(/C=N/O)nc1	4	-8	-2.0
45	CCc1ccc(OCC(=O)Nc2nnc(C3CCCC3)s2)cc1	-8	-10	0.7
46	COc1ccc(-c2csc(-n3cccn3)n2)cc1	20	-3	2.0
47	C/C(=N\Oc1cccc(F)n1)c1ccc(Cl)cc1Cl	7	-33	-0.5
48	O=C(CCS(=O)(=O)Cc1ccccc1F)NCCCN1CCCCC1	0	-6	-2.0
49	Cc1cc(C)c2c(C)c(C(=O)NCc3ccncc3)oc2c1	9	-26	-1.4
50	O=[N+]([O-])c1ccc(N2CCN(S(=O)(=O)c3ccc(Cl)cc3)CC2)cc1NCc1cccnc1	23	-17	-0.4
51	COc1ccc(-n2ncc3c(N4CCC(C(N)=O)CC4)ncnc32)cc1	3	-1	-1.1
52	Cc1cn(S(=O)(=O)c2ccccc2[N+](=O)[O-])cn1	13	-10	-1.5
53	CN1CCN(c2nc3c(c(=O)[nH]c(=O)n3C)n2Cc2ccc([N+](=O)[O-])cc2)CC1	16	-4	0.1
54	Cc1cccc(N(C)S(=O)(=O)c2ccc3c(c2)CCC(=O)N3)c1	22	-8	-1.1
55	CCS(=O)(=O)c1ncc(Cl)c(C(=O)Nc2ccc(S(=O)(=O)N3CCCC(C)C3)cc2)n1 (configuration not stated)	31	41*	-1.3
56	CC(C)NC(=O)c1ccc(-c2cccc(C(F)(F)F)c2)o1	-2	-11	-1.8
57	Cc1nc2ccc(OC(=O)c3ccccc3)cc2s1	-4	-20	-0.3
58	COC(=O)c1cc2c(C)nn(C)c2s1	0	7	-3.2
59	Cc1c(C)c2c(OCC(=O)Nc3cccnc3)cc3c(c2oc1=O)CCC(C)(C)O3	3	-1	-0.4
60	CC(=O)Nc1ccc(NC(=O)c2ccc(NS(=O)(=O)c3cc(C(C)(C)C)cc(C)c3C)cc2)cc1	0	-10	0.7
61	COc1cc(/C=C2\CC/C(=C\c3ccc(OCCO)c(OC)c3)C2=O)ccc1OCCO	1	26	0.1
62	O=C(CNCC1CCCO1)Nc1ccc(N2CCCCCC2)cc1 (configuration not stated)	7	-14	-3.1
63	COc1ccc(CCN(C)Cc2c(O)ccc3cc(Br)ccc23)cc1OC	7	-15	0.9
64	Nc1nc(N2CCN(C(=O)c3ccco3)CC2)nc2ccc(Br)cc12	12	-5	-0.7
65	CCc1ccc(/C=C2/SC(=S)N(CC(=O)Nc3nc4ccccc4s3)C2=O)cc1	10	-17	0.0
66	CC(C)OC(=O)CCC1(C(=O)O)CCC(=O)NC1 (configuration not stated)	12	-9	0.3
67	CC(C)CN(C1CCS(=O)(=O)C1)S(=O)(=O)c1ccc2ccccc2c1 (configuration not stated)	9	-40	-0.7
68	CCCCN1C[C@H](Cc2ccccc2)[C@@H](CC(=O)NCc2ccc(OC)cc2)C1=O	23	-12	0.5
69	Cn1c(SCC(=O)c2ccccc2)ncc(C(=O)Nc2ccccc2)c1=O	9	-25	-1.3
70	Clc1cccc(-c2ccc(C=Nc3ccc(N4CCOCC4)cc3)o2)c1	33	-12	0.0
71	O=C(COC(=O)c1cccc(Cl)c1)Nc1cc(Cl)ccc1Oc1ccccc1	33	-1	-0.6
72	Cc1ccccc1N1CCN(S(=O)(=O)c2nnc(NC(=O)c3ccco3)s2)CC1	34	-22	-1.2
73	O=[N+]([O-])c1cccc(NN=Nc2ccccc2)c1	2	-11	1.0
74	COc1ccc(C2=NS(=O)(=O)N(C)C(C(=O)NCc3ccc4c(c3)OCO4)=C2)cc1	10	-11	-0.7
75	COc1cc(OC)cc(C(=O)NCCNC(=O)c2ccccn2)c1	7	-13	-0.5
76	CC(=O)c1ccccc1NS(=O)(=O)c1c(C)nn(-c2ccccc2)c1C	9	-14	0.3
77	CCOCCCNC(=S)NCCNc1nc2c(C)cccc2cc1C#N	15	1	0.7
78	Cc1ccc(C)c(NC(=O)CSc2ccc(S(=O)(=O)N3CCCC3)cn2)c1	4	-15	0.0
79	CC1=CC(C)(C)N(S(=O)(=O)c2ccc(C)cc2)c2cc(C)ccc21	18	1	1.2
80	Cc1cc2c(OCC(O)CN3CCCC3)cccc2[nH]1 (configuration not stated)	23	-15	-1.2
81	O=C(CCc1ccccc1)n1nc(-c2ccccc2)nc1NCc1ccco1	8	-2	-1.0

# OX1R antag-2: what is marked active above.
No.	mol	OX1R antag-1	OX1R antag-2	STK33 kinase inh
55	CCS(=O)(=O)c1ncc(Cl)c(C(=O)Nc2ccc(S(=O)(=O)N3CCCC(C)C3)cc2)n1 (configuration not stated)	31	41*	-1.3

# Assay outcomes as filed in PubChem.
